Screening results deposited in PubChem BioAssay by National Center for Advancing Translational Sciences (NCATS).
IMPase Li inh = IMPase inhibition in cells with lithium potentiation | CHO-M1 cells, IP1 TR-FRET (IP-One), carbachol + lithium | 210,000 tested, 0.35% active | Potency, µM (highest dose often 59.4 µM), for the others: at the highest dose activity, negative = IMPase inhibition, actives largely listed as inhibitors | AID 1457;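 also: IP1 builds up when IMPase is blocked and the TR-FRET signal falls; plate controls were basal vehicle for no effect and high inhibitor control for full effect; nearly all actives have a fitted effect of over 50% in size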
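Steps: plate 2000 CHO-M1 cells per well and culture 16–30 h; add compound and lithium; incubate 30 min, 37C; add d2-IP1 tracer and Eu cryptate anti-IP1 antibody in lysis buffer; read after 10 min at room temperature.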
GAA spleen mod = inhibitors or activators of human alpha-glucosidase in spleen homogenate | P10253 | human spleen homogenate, 4-MU-alpha-glucoside fluorescence | Potency, µM (highest dose often 79.9 µM), without a hit: top-dose activity change, negative = inhibition, most hits filed as inhibitors | 240,000 tested, 0.006% active;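 also: 0% = enzyme with vehicle and -100% = no enzyme basal signal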
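Compounds were titrated against alpha-glucosidase in spleen homogenate at pH 5.0, with 1 mM 4-methylumbelliferyl substrate for 40 min at 37 C. Reactions were quenched with pH 10 NaOH/glycine and fluorescence measured.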
HTT cytoprotect = Huntington cell model cytoprotection by ATP luminescence | PC12 HTT-Q103 induced, cytoprotection, ATP luminescence, 40 h | 230,000 tested, 0.14% active | Potency, µM (highest dose often 56.4 µM), for inactives: cytoprotection (ATP increase), most hits filed as activators;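 also: % of control where 0% means no effect; nearly all actives have a fitted effect of over 45% in size; toxic huntingtin expression switched on by the ecdysone agonist tebufenozide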
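Rat PC12, Q103 Htt exon1-GFP fusion, ecdysone promoter; tebufenozide inducer 100 nM final; compound titration; qHTS, 1500 cells/well; ATPlite luminescent read.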
HTT aggregate = mutant huntingtin aggregation inhibition; PC12 HttQ103-GFP aggregates, Acumen cytometry, 40 h; Potency, µM (highest dose often 46.1 µM), for inactives: at the top dose activity change, negative = inhibition, most hits filed as inhibitors; 220,000 tested, 1.1% active; AID 1688; also: % is scaled to controls: 0 for no effect and ±100 for the full control effect; nearly all actives have a fitted effect of over 60% in size
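PC12/HTTQ103-GFP, ecdysone-inducible; teb 100 nM; cpd qHTS titration; GFP aggregates read on laser cytometer, Ex 488/Em 500-530 nm.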
GoLoco inh red = RGS12 GoLoco-Gai1 interaction inhibition; P63096; Gai1:RGS12 GoLoco peptide FP, rhodamine, 10 min; Potency, µM (series often up to 61.6 µM), without a hit: at the top dose activity, negative = inhibition, actives largely listed as inhibitors; 230,000 tested, 0.44% active; active = well fitted inhibition curve with a large enough effect, not every such curve was filed as active; inactive = no such curve, though single readings can be large or run the other way; also: % is scaled to controls: 0 for no effect and ±100 for the full control effect; nearly all actives have a fitted effect of over 30% in size; many of its hits are not listed in these tables
Target sequence (P63096 whole entry, looked up): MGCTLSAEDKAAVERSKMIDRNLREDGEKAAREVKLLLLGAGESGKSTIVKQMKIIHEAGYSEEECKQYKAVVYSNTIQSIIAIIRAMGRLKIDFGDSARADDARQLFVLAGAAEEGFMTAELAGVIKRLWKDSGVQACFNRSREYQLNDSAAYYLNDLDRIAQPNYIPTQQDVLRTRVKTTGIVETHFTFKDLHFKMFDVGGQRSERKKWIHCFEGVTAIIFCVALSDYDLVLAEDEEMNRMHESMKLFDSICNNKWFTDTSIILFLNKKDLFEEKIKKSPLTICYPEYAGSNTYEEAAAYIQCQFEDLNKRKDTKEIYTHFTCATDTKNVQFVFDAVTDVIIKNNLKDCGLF
GAA inhib = alpha-glucosidase (human) inhibition; P10253; purified human GAA, 4-MU-alpha-glucoside fluorescence; Potency, µM (series often up to 76.9 µM), inactives show top-dose activity change, negative = inhibition, most hits filed as inhibitors; 200,000 tested, 0.005% active; AID 1466;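 also: plate controls were uninhibited enzyme wells for no effect and no-enzyme background for full effect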
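Endpoint fluorogenic read: 20 min room-temperature reaction of 4 nM human alpha-glucosidase with 400 uM 4-methylumbelliferyl-alpha-D-pyranoside, pH 5.0, quenched with 1M NaOH/1M glycine pH 10. AC50 from Hill modeling.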
GAA glycogen mod = alters human alpha-glucosidase cleavage of glycogen | P10253 | recombinant GAA, glycogen substrate, Amplex Red glucose oxidase fluorescence | Potency, µM (titrated, usually from 76.4 µM), inactives show at the top dose activity change, negative = inhibition, actives largely listed as inhibitors | 300,000 tested, 0.38% active | AID 2100;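 also: 0% = full enzyme reaction and -100% = no-enzyme basal signal; the screen sought inhibitors and activators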
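Recombinant human enzyme (4 nM); glycogen substrate; 37 C, 40 min, pH 5.0. Readout: coupled glucose oxidase/Amplex Red fluorescence.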
Starred values were filed as active, the others as inactive; ? = inconclusive; · = no result given; & = joins results of further samples; [ ] = dose if it differs, or a comment. Unless noted, calls follow the shape of the dose curve; as a rule, active = well fitted curve in the direction sought with a large enough effect; inconclusive = small, poorly fitted or top-dose-only effect, or another doubt; inactive = no such curve, though single readings can be large; an effect the other way counts as inactive or inconclusive. Potency is read from the fitted curve at half-maximal effect. An excerpt. The share of hits here may be higher or lower than overall.

[1] O=C(Nc1ccc(OC(F)(F)F)cc1)c1[nH]ncc1[N+](=O)[O-]
[2] C=CCn1c(O)c(C(CC)=NCCN2CCOCC2)c(=O)[nH]c1=O
[3] O=C(N/N=C/c1ccsc1)c1cc(O)cc(O)c1
[4] O=C1Nc2cccnc2Sc2ccccc21
[5] O=c1[nH]nc(SCc2ccccc2)n1C1CC2C=CC1C2 (configuration not stated)
[6] CC(=O)NCCC(=O)Nc1sc2c(c1-c1nc3ccccc3[nH]1)CCCC2
[7] OC(COc1ccc2ccccc2c1Br)Cn1ccnc1 (configuration not stated)
[8] O=C(NN=C1CCN(Cc2ccccc2)CC1)c1cc2ccccc2cc1O

assay / entry	1	2	3	4	5	6	7	8
IMPase Li inh	-5%	·	5%[38.3 µM]	-12%[38.3 µM]	·	-5%[38.3 µM]	-14%[38.3 µM]	3%
GAA spleen mod	2%	0%	5%	-6%	4%	-1%	-6%	-3%
HTT cytoprotect	19%	2%	-25%	6%	-1%[10 µM]	-25%	-17%	·
HTT aggregate	-20%	-10%	6%	16%	-7%[9.22 µM]	11%	-28%	-25%
GoLoco inh red	-2%	·	-4%	-3%	5%	26%	8%	2%
GAA inhib	-6%	5%	-10%	-5%	·	-2%	-5%	-1%
GAA glycogen mod	-13%	15%	-15%	4%	-5%	-7%	6%	-7%

[9] Cc1ccc(S(=O)(=O)Oc2ccc(C3C4=C(CCCC4=O)OC4=C3C(=O)CCC4)cc2)cc1
[10] O=C(c1ccco1)N1CCN(C(=O)c2ccc(COc3ccc(F)cc3)o2)CC1
[11] CCNc1nc(NCC)n2c(SCC(=O)c3ccc(C(C)C)cc3)nnc2n1
[12] COc1cc(/C=C(/NC(=O)c2ccccc2)C(=O)Nc2cccc(O)c2)c([N+](=O)[O-])cc1OC
[13] COc1ccccc1N1CCN(C(=O)c2ccc(N3CCCC3=O)cc2)CC1
[14] CCCc1cc(=O)[nH]c(SCC(=O)c2cc(C)n(C)c2C)n1
[15] COCCNC(=O)c1sc2ncn(CC(=O)Nc3ccc(C)c(Cl)c3)c(=O)c2c1C
[16] O=C1C2C3C=CC(C3)C2C(=O)N1c1ccc(-c2nc3ccccc3c(=O)o2)cc1 (configuration not stated)

assay / entry	9	10	11	12	13	14	15	16
IMPase Li inh	-7%[38.3 µM]	-4%[38.3 µM]	-2%	3%[38.3 µM]	17%	-9%[38.3 µM]	-4%	17%
GAA spleen mod	-5%	2%	-12%	-14%	-8%	4%	4%	-2%
HTT cytoprotect	-43%[inhibitor]	-7%	23%[10 µM]	-6%	13%[1.9 µM]	-8%[10 µM]	2%	2%[10 µM]
HTT aggregate	-15%	2%	-6%	11%	-15%	4%	-8%	1%[9.22 µM]
GoLoco inh red	-20%	-4%	4%	9%	-10%	7%	12%	4%
GAA inhib	-1%	-9%	-2%	-3%	-1%	-3%	-9%	4%
GAA glycogen mod	-4%	10%	-5%	-1%	-11%	-2%	1%	-5%

[17] Cc1nn(C2CCS(=O)(=O)C2)c(Cl)c1/C=C/C(=O)OCC(=O)c1cc(C)n(-c2ccc(F)cc2)c1C (configuration not stated)
[18] O=C(Cn1cnc2ccccc2c1=O)OCC(=O)c1ccc2c(c1)OCCO2
[19] CCOc1ccc(C2C(C#N)=C(C)NC3=C2C(=O)c2ccccc23)cc1 (configuration not stated)
[20] O=C(Nc1ccc2nsnc2c1)NC1CCCCC1
[21] COC(C[C@H](O)[C@H](C)[C@H](O)COCc1ccccc1)OC
[22] O=C(O)CSCC(=O)c1ccccc1
[23] CC1CCN(CC(=O)N2c3ccccc3Sc3cc4ccccc4cc32)CC1
[24] COc1cc(S(=O)(=O)NC2CCCCC2)c(C)cc1C

assay / entry	17	18	19	20	21	22	23	24
IMPase Li inh	6%	-13%[38.3 µM]	30%[38.3 µM]	25%[38.3 µM]	·	-3%[38.3 µM]	5%	6%
GAA spleen mod	-6%	5%	-10%	-10%	4%	6%	·	-11%
HTT cytoprotect	16%[10 µM]	-4%	-32%	-51%[inhibitor]	-2%[10 µM]	-10%	10%[10 µM]	-195%[inhibitor]
HTT aggregate	9%	0%	-10%	-1%	18%[9.22 µM]	5%	·	?
GoLoco inh red	18%	0%	17%	1%	9%	-9%	7%[14.2 µM]	4%
GAA inhib	-2%	1%	-4%	5%	·	0%	·	-11%
GAA glycogen mod	0%	8%	?	2%	-9%	-12%	·	-10%

Excerpt, compounds 14 to 21
[14] CCCc1cc(=O)[nH]c(SCC(=O)c2cc(C)n(C)c2C)n1
[15] COCCNC(=O)c1sc2ncn(CC(=O)Nc3ccc(C)c(Cl)c3)c(=O)c2c1C
[16] O=C1C2C3C=CC(C3)C2C(=O)N1c1ccc(-c2nc3ccccc3c(=O)o2)cc1 (configuration not stated)
[17] Cc1nn(C2CCS(=O)(=O)C2)c(Cl)c1/C=C/C(=O)OCC(=O)c1cc(C)n(-c2ccc(F)cc2)c1C (configuration not stated)
[18] O=C(Cn1cnc2ccccc2c1=O)OCC(=O)c1ccc2c(c1)OCCO2
[19] CCOc1ccc(C2C(C#N)=C(C)NC3=C2C(=O)c2ccccc23)cc1 (configuration not stated)
[20] O=C(Nc1ccc2nsnc2c1)NC1CCCCC1
[21] COC(C[C@H](O)[C@H](C)[C@H](O)COCc1ccccc1)OC

assay / entry	14	15	16	17	18	19	20	21
IMPase Li inh	-9%[38.3 µM]	-4%	17%	6%	-13%[38.3 µM]	30%[38.3 µM]	25%[38.3 µM]	·
GAA spleen mod	4%	4%	-2%	-6%	5%	-10%	-10%	4%
HTT cytoprotect	-8%[10 µM]	2%	2%[10 µM]	16%[10 µM]	-4%	-32%	-51%[inhibitor]	-2%[10 µM]
HTT aggregate	4%	-8%	1%[9.22 µM]	9%	0%	-10%	-1%	18%[9.22 µM]
GoLoco inh red	7%	12%	4%	18%	0%	17%	1%	9%
GAA inhib	-3%	-9%	4%	-2%	1%	-4%	5%	·
GAA glycogen mod	-2%	1%	-5%	0%	8%	?	2%	-9%

Further compounds
[25] C=CCN(CC=C)C(=S)NC(=O)c1ccc(OC)cc1
[26] COc1ccc(OC)c(CN2CCN(S(=O)(=O)c3ccc(NC(C)=O)cc3)CC2)c1
[27] CCN(Cc1ccncc1)C(=S)Nc1c(C)cccc1C
[28] CCc1ccc(NS(=O)(=O)c2ccc3[nH]c(=O)[nH]c3c2)cc1
[29] COc1ccc(CN2CC(C(=O)N3CCOCC3)CC2=O)cc1 (configuration not stated)
[30] Cc1ccc(S(=O)(=O)Oc2cccc(/C=N/n3cnnc3)c2)cc1
[31] Cc1ccc(-c2cc(-c3ccccc3)[nH]c(=S)c2C#N)cc1
[32] NC(=O)C1CCN(c2ccc(C(F)(F)F)cn2)CC1

assay / entry	25	26	27	28	29	30	31	32
IMPase Li inh	-1%	-13%	3%	9%	-3%[38.3 µM]	2%	?	-6%
GAA spleen mod	1%	-1%	-11%	-8%	3%	3%	-8%	-15%
HTT cytoprotect	·	·	-6%[1.9 µM]	·	28%	17%[0.074 µM]	34%[10 µM]	-2%
HTT aggregate	·	·	-1%	·	-5%	-5%	18%	-13%
GoLoco inh red	16%	-21%	9%	-8%	7%	-7%	1%	2%
GAA inhib	12%	6%	13%	10%	-2%	-3%	0%	-7%
GAA glycogen mod	2%	1%	-1%	-9%	19%	-2%	0%	-11%

[33] CC(=O)Nc1ccc(Br)c2ccccc12
[34] C=CCN(c1ccc(C(N)=O)cc1)S(C)(=O)=O
[35] COc1ccccc1N1CCN(C(=O)CSc2ccccc2)CC1
[36] CCOn1c(=O)c(-c2ccc(Cl)cc2)[n+]([O-])c2ccccc21
[37] C/C(=N\NC(=O)C1(C)CC1(Br)Br)c1cccc(NC(=O)C2CCC2)c1 (configuration not stated)
[38] CCC(=O)Nc1nc2n(n1)C(c1ccc(OC)cc1)C=C(c1ccccc1)N2 (configuration not stated)
[39] CN(C)S(=O)(=O)c1cc(NC(=O)Cn2ccsc2=N)ccc1Cl
[40] CCCC1(C(=O)O)NC(c2ccccc2O)C2C(=O)N(c3cccc(Cl)c3)C(=O)C21 (configuration not stated)

assay / entry	33	34	35	36	37	38	39	40
IMPase Li inh	-21%	11%[38.3 µM]	14%[38.3 µM]	25%[38.3 µM]	4%	8%[38.3 µM]	6%	-5%[38.3 µM]
GAA spleen mod	-3%	-1%	-2%	-2%	-3%	-5%	4%	4%
HTT cytoprotect	-23%	-6%[0.074 µM]	-4%	13%	·	12%	-35%[inhibitor]	0%
HTT aggregate	-6%	-14%	6%[1.84 µM]	-5%	5%	1%	19%	5%
GoLoco inh red	41%[activator]	9%	2%	13%	8%	-3%	12%	6%
GAA inhib	8%	3%	-1%	2%	-1%	-15%	-1%	-1%
GAA glycogen mod	-5%	5%	0%	30%	13%	18%	3%	5%

[41] N#C/C(=C\c1cc(Cl)cc(Cl)c1)c1cccnc1
[42] CC(=O)Nc1sc2c(c1CN1CCCC1)CCCC2
[43] Cc1nc(CC(=O)N2CCN(S(=O)(=O)c3ccccc3C#N)CC2)cs1
[44] COCCCN(C(=S)Nc1ccc(OC)cc1)C(C)c1ccncc1 (configuration not stated)
[45] COCCNC(=O)C(=O)NCC1OCCN1S(=O)(=O)c1ccc2c(c1)OCCO2 (configuration not stated)
[46] O=C(c1ccc(F)cc1)N1CCCCC(Sc2nnc3ccccn23)C1=O (configuration not stated)
[47] COc1ccc(Cn2cnc3c4cc(F)ccc4n(C)c3c2=O)cc1
[48] Cc1ccc(/C=N/N=C2/NC(=O)C(CC(=O)Nc3ccc(Cl)cc3)S2)o1 (configuration not stated)

assay / entry	41	42	43	44	45	46	47	48
IMPase Li inh	9%&5%	·	-4%[38.3 µM]	1%	·	-7%[38.3 µM]	·	1%
GAA spleen mod	4%&5%	-20%	-1%	-3%	-2%	-7%	2%	2%
HTT cytoprotect	-30%&18%	12%[10 µM]	-4%	-17%	4%[10 µM]	5%[10 µM]	-18%[10 µM]	-12%[10 µM]
HTT aggregate	·	6%[9.22 µM]	13%	-4%	14%[9.22 µM]	12%	-13%[9.22 µM]	14%
GoLoco inh red	4%&10%	9%	4%	6%	-9%	-5%	0%	12%
GAA inhib	·	·	-5%	-8%	·	3%	-11%	2%
GAA glycogen mod	·	3%	-7%	-20%	-5%	0%	0%	-7%
